Screens from PubChem.
GPT2 inh = inhibitors of human GPT2 alanine aminotransferase. AID 1671188. Q8TD30. Recombinant GPT2, coupled pyruvate oxidase/HRP Amplex Red fluorescence. Potency, µM (highest dose often 57.7 µM), without a hit: at the top dose activity change, negative = inhibition, hits mostly inhibitors. 100,000 tested, 0.25% active; further: potency means the concentration at half of the fitted maximal effect; nearly all actives have a fitted effect of over 60% in size; many of its hits are not listed in these tables
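Recombinant GPT2 (10ng/uL) with 250uM a-KG and 2mM L-alanine, 30 min at room temperature, in HEPES pH 7.5 buffer. Pyruvate detected by pyruvate oxidase/HRP/Amplex Red fluorescence after 30 min in the dark; AOA (50uM) as positive control.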
FLuc inh = Photinus pyralis luciferase inhibition. AID 1347043. purified P. pyralis luciferase, luminescence, biochemical. P08659. Potency, µM (titrated, usually from 115 µM), for the others: at the highest dose activity change, negative = inhibition, usual class: inhibitors. 76,000 tested, 2.5% active; further: potency means the concentration at half of the fitted maximal effect; nearly all actives have a fitted effect of over 65% in size
Target sequence (P08659 whole entry, looked up): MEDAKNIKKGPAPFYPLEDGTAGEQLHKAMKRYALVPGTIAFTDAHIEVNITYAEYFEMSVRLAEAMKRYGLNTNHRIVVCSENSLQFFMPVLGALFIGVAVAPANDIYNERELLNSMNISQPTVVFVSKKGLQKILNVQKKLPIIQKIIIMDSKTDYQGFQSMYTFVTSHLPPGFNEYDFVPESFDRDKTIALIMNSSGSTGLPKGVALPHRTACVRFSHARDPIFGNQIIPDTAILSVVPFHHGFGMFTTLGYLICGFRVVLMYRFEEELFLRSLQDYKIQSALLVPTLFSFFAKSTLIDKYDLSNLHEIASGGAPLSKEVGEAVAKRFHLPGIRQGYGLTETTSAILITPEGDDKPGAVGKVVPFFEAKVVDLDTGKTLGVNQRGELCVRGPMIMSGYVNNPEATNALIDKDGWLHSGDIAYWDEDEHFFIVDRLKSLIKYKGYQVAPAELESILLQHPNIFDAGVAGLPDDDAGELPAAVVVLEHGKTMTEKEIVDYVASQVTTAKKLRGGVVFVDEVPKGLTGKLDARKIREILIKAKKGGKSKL
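Purified P. pyralis luciferase (10nM final) in 50mM Tris acetate pH 7.5, 10mM Mg acetate, 0.01% Tween-20, 0.05% BSA with 10uM D-luciferin and 10uM ATP. Compounds titrated qHTS. Luminescence imaged on CCD.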
3T3 cytotox = kills NIH 3T3 cells | NIH 3T3 viability, CellTiter-Glo ATP luminescence, 48-72 h | Potency, µM (titrated, usually from 96.7 µM), without a hit: top-dose activity change, negative = cytotoxicity, usual class: inhibitors | 94,000 tested, 4.3% active; further: potency means the concentration at half of the fitted maximal effect; nearly all actives have a fitted effect of over 55% in size
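NIH 3T3 cells at 400 cells/well received 23 nL of compound by pintool and were incubated 48 or 72 h at 37 °C. Viability was read as ATP-coupled CellTiter-Glo luminescence.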
IP6K1 inhibitor = inhibitors of human IP6K1; IP6K1 kinase, ADP-Glo luminescence, 2 h; stronger effect = lower value; 140,000 tested, 0.81% active; AID 1645851; activity change, % (series mostly up to about 58 µM); in the data active means activity change below about -25%
Target sequence (Q92551 whole entry, looked up): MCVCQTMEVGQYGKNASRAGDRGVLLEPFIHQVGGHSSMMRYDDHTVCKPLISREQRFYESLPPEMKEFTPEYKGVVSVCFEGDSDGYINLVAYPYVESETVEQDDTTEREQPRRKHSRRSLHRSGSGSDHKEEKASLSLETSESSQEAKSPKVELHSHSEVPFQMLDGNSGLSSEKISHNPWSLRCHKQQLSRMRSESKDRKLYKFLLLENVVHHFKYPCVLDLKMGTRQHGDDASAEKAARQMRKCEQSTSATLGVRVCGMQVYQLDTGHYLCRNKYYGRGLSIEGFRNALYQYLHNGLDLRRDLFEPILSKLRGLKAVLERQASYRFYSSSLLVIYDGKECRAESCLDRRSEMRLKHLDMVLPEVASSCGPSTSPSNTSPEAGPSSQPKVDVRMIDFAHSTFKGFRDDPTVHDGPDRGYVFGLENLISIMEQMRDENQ
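ADP-Glo luminescence measures ADP made by human IP6K1 during a 2 h RT reaction with ATP/IP6 (mix at 1.3 mM/130 uM); top library doses 57.5 and 19.1 uM final.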
SNCA viab count = cell viability loss counter-screen. Potency, µM (series often up to 57.1 µM), for the others: at the top dose activity change, negative = cytotoxicity, usual class: cytotoxic. 150,000 tested, 0.12% active. HEK-293-SNCA-luc viability, GF-AFC fluorescence, 24 h;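 further: potency means the concentration at half of the fitted maximal effect; 0% = DMSO-treated cells and -100% = medium-only wells without cells; nearly all actives have a fitted effect of over 30% in size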
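Cytotoxicity counterscreen: after 24 h compound treatment of genome-edited SNCA-luciferase HEK-293 cells, live-cell protease substrate GF-AFC read by fluorescence after 30 min; activity scaled between DMSO (0%) and medium-only (-100%), curves Hill-fitted.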
SNCA expr inh = inhibitors of alpha-synuclein (SNCA) gene expression. HEK-293 SNCA-luciferase knock-in, luminescence, 24 h. Potency, µM (series often up to 57.2 µM), without a hit: at the top dose activity change, negative = inhibition, hits mostly inhibitors. 140,000 tested, 0.17% active. AID 1671194;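 further: potency means the concentration at half of the fitted maximal effect; plate controls were DMSO cells for no effect and cell-free wells for full effect; nearly all actives have a fitted effect of over 45% in size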
HEK cytotox = kills HEK 293 cells. HEK 293 viability, ATP luminescence (CellTiter-Glo), 48-72 h. Potency, µM (series often up to 115 µM), inactives show at the highest dose activity change, negative = cytotoxicity, actives largely listed as inhibitors. 94,000 tested, 6.6% active; further: potency means the concentration at half of the fitted maximal effect; nearly all actives have a fitted effect of over 60% in size
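Viability of HEK 293 cells, plated at 250 cells/well, was judged by cellular ATP after compound treatment for 48 or 72 hr. Luminescence was imaged 10 min after CellTiter-Glo addition at room temperature.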
An asterisk follows results filed as active; i = inactive; ? = inconclusive; . = no result given; & = joins results of further samples; [ ] = another dose, or the depositor's remark. Unless noted, the call rests on the fitted dose curve; in most records, active means well fitted curve in the direction sought with a large enough effect; inconclusive means small, poorly fitted or top-dose-only effect, or another doubt; inactive means no such curve, though single readings can be large; an effect the other way counts as inactive or inconclusive. Unless noted, on the % scale 0 is the no-effect control and ±100 the full control effect. Hits appear at their usual frequency. About 7.7% of those tested had a hit in this group.

entry	canonical_smiles	GPT2 inh	3T3 cytotox	FLuc inh	HEK cytotox	SNCA expr inh	SNCA viab count	IP6K1 inhibitor
1	O=C(OCc1ccccc1)N1CCOCC12CCN(Cc1ncccn1)CC2	i	?	-2%[172 µM]	-12%[172 µM]	-2%[87.6 µM]	2%[87.6 µM]	-3
2	CC(C)c1ccc(N2C(=O)CSC23C(=O)N(Cc2ccccc2)c2ccccc23)cc1 (centres undefined)	.	.	.	.	5%	8%	-2
3	CCC(CC)C(=O)Nc1nnc(S(=O)(=O)N(C)c2cc(C)cc(C)c2)s1	.	.	.	.	-7%	-8%	-14
4	COc1ccc(C(=O)N2CCCCCCNC(=O)CC2)cn1	2%	-13%	-11%	i	?	9%	-2
5	CCCOC(=O)N1CCC2(CC1)CC(c1ccccc1)C(=O)N(C)C2 (centres undefined)	-7%[11.5 µM]	-11%	1%	-8%	-7%	6%	5
6	Cc1cccc(NC(=O)N2CC(Oc3ccc(-c4nc(C)no4)cc3)C2)c1	i	0%	-17%	-13%	?	-1%	11
7	Cc1cc(C(=O)NCC2Cn3cccc3CN2C)nn1C (centres undefined)	i	0%	0%	-7%	5%	0%	5
8	c1cncc(-c2nnc3n2CCN(Cc2cccc4ccccc24)C3)c1	i	-17%	.	-20%	3%	4%	-1
9	Cc1[nH]c2ccccc2c1C(c1ccccc1)c1ccc(Cl)s1 (centres undefined)	.	.	.	.	?	-14%	33
10	CCc1nn2c(=O)cc(COC(=O)c3cccc(NC(=O)CCc4ccccc4)c3)nc2s1	.	.	.	.	28%	-6%	-8
11	COc1cccc(-c2noc(Nc3ccc4c(c3)OCO4)n2)c1	i	?	2µM*	?	-1%	-17%	7
12	Cc1onc(C(=O)N2C[C@@H](Oc3ccccc3)C[C@H]2C(=O)NC2CC2)c1Cn1cccn1	1%	?	5%	5%	0%	-2%	0
13	CN1C(=O)c2ccccc2Sc2ccc(NC(=O)c3ccccc3F)cc21	.	.	.	.	?	?	-11
14	O=C(NC1CCCCC1)c1cc2c(Cl)nc3ccccc3c2s1	.	.	.	.	-1%	0%	-5
15	O=C(c1cc2ccccc2[nH]1)N1CCCC(n2cc(-c3nc(-c4ccccc4)no3)nn2)C1 (centres undefined)	i	-10%	?	-13%	102%[activator]	5%	4
16	Cc1cc(CN2CCn3c(nnc3-c3ccccc3)C2)no1	-6%[88.5 µM]	?	.	1%	0%[87.6 µM]	5%	25
17	O=C(CS(=O)(=O)c1cccc2nsnc12)Nc1ccc(F)cc1F	.	.	.	.	12%	-4%	2
18	O=C(c1ccc(Cl)cc1)N1CCN(C(=O)c2nnn3c2COC(c2ccccc2)C3)CC1 (centres undefined)	i	-25%	1%	?	-2%	-3%	0
19	Cc1cc(C)cc(NC(=O)C(=O)NCC(c2cccnc2)N2CCc3ccccc3C2)c1 (centres undefined)	.	.	.	.	9%	0%	3
20	CCOc1ccc(NC(=O)CN(Cc2ccccc2)S(=O)(=O)c2ccc3nc(C)sc3c2)cc1	.	.	.	.	?	-10%	-14
21	O=C(c1ccc(C(F)(F)F)cc1)N1CCCC(c2nn(-c3ccccc3)c(=O)[nH]2)C1 (centres undefined)	i	?	-3%	?	-25%	-6%	26
22	Cc1nc(-c2ccccc2)sc1-c1ccc(SCC(=O)Nc2ccc(F)cc2F)nn1	.	.	.	.	15%	1%	1
23	CCCn1ncc(C(=O)N2CCOC(CCCC(C)C)C2)c1C (centres undefined)	-7%	?	4%	?	0%	-3%	6
24	COc1ccccc1CN1CC(c2noc(-c3sccc3C)n2)CC1=O (centres undefined)	i	?	5%	40µM*	-3%	1%	15
25	CCNC(=O)N(C1CC1)C1CCOC2(CCN(C(=O)NCc3ccccc3)CC2)C1 (centres undefined)	i	-6%	6%	i	7%	3%	-7
26	Cc1ccccc1C(=O)N1CCC(N2CCCNC2=O)CC1	i	3%&-14%[138 µM]	3%&-6%[172 µM]	-8%&-4%[172 µM]	-6%&-20%[87.6 µM]	12%&-13%[87.6 µM]	6&7
27	CS(=O)(=O)N[C@@H]1[C@@H](NC(=O)c2ccc(Cn3ccnc3)o2)[C@H]2CCO[C@H]21	i	i	-3%	i	-5%	4%	2
28	Cc1ccc(-n2nc3n(c2=O)CCN(C(=O)Cc2ccccn2)C3)cc1	0%	-2%	2%	i	-7%	-2%	-7
29	C=C(C)C(C)C1OC23CC4(CO2)C(CCC2C5(C)CCC(OC6OCC(O)C(OC7OC(CO)C(O)C(OC8OCC(O)C(O)C8O)C7O)C6OC6OC(CO)C(O)C6O)C(C)(C)C5CCC24C)C3C(C)(O)C1OC(C)=O (centres undefined)	i	.	.	.	.	-3%[12.5 µM]	11
30	COCCN1Cc2ccc(NCc3ccccc3)nc2C(C)(C(=O)NC2CCOCC2)C1 (centres undefined)	?	?	-10%[172 µM]	?	2%[87.6 µM]	1%[87.6 µM]	10

Full records from above:
`O=C(CS(=O)(=O)c1cccc2nsnc12)Nc1ccc(F)cc1F` is listed as GPT2 inh = .; 3T3 cytotox = .; FLuc inh = .; HEK cytotox = .; SNCA expr inh = 12%; SNCA viab count = -4%; IP6K1 inhibitor = 2
`O=C(c1cc2ccccc2[nH]1)N1CCCC(n2cc(-c3nc(-c4ccccc4)no3)nn2)C1` (centres undefined) is listed as GPT2 inh = i; 3T3 cytotox = -10%; FLuc inh = ?; HEK cytotox = -13%; SNCA expr inh = 102%[activator]; SNCA viab count = 5%; IP6K1 inhibitor = 4

New compounds follow:
entry	canonical_smiles	GPT2 inh	3T3 cytotox	FLuc inh	HEK cytotox	SNCA expr inh	SNCA viab count	IP6K1 inhibitor
31	CCCN1CCC(N2C[C@H]3OC(=O)N(CCc4cccc(Cl)c4)[C@H]3C2)CC1	-9%	i	-4%	-2%	?	1%	3
32	COc1ccc(OC)c(CNC(=O)c2ccc(N3CC4CC(C3)[C@H]3CCCC(=O)N3C4)nc2)c1 (some centres undefined)	i	-3%	6%	5%	-20%	?	7
33	Cc1cc(C)cc(NC(=O)Cn2nnc(-c3ccccc3F)n2)c1	.	.	.	.	-9%	0%	27
34	NC(=O)c1cccc(CN2CCC3(C2)CN(C(=O)C2CCCC2)c2ccccc2CO3)c1 (centres undefined)	-4%	-22%	.	?	-20%	-1%	-11
35	CCN(c1ccccc1)S(=O)(=O)c1nnc(NC(=O)COc2ccc(OC)cc2)s1	.	.	.	.	3%	13%	-17
36	NC(=O)CN1CCC(C(=O)NCc2cn3cccnc3n2)CC1	1%[11.5 µM]	4%	3%	i	-21%	0%	21
37	O=C(O)c1cc2cc(Cc3cccnc3)ccc2o1	i	.	.	.	25%	9%	.
38	COc1cc2c(cc1NC(=O)c1ccccc1C)n(C)c(=O)n2C	.	.	.	.	22%	4%	19
39	O=C1NCCCCCCN(Cc2ccncc2)[C@@H]2CN(S(=O)(=O)Cc3ccccc3)CC[C@H]12	-19%	-20%	4%	-8%	21%	-7%	-4
40	Cc1ccc2oc(C(=O)NCC(c3ccc(Cl)cc3)N3CCOCC3)c(C)c2c1 (centres undefined)	.	.	.	.	-27%	?	-12
41	COc1ccc(-c2nccn3cc(C(=O)NCc4nc5ccccc5n4C)nc23)cc1	-7%	?	-17%	28µM*	-5%	-26%	16
42	O=C(NC1CCCN(c2ccc3nnc(-c4ccccc4)n3n2)C1)c1cccc(Cl)c1 (centres undefined)	.	-18%	.	3%	.	.	4
43	O=C(Nc1ccc(Cl)cc1Cl)N1CCc2[nH]c3ccc(F)cc3c2C1	?	?	-22%	?	-9%	?	-8
44	Cn1cc(-c2cn(C)c(=O)n3cc(COc4ccccc4)nc23)cn1	0%[88.5 µM]	?	-27%[172 µM]	-19%[172 µM]	60%[activator][87.6 µM]	-14%[87.6 µM]	-4
45	Cc1ccc(C(=O)NC2(C(F)(F)F)N=C(c3ccccc3)N(C3CCCCC3)C2=O)cc1 (centres undefined)	.	.	.	.	-5%	0%	0
46	CNC(=O)[C@@H]1CN(S(=O)(=O)c2ccc3c(c2)CCC3)C[C@H]1c1nc(C)no1	0%	-24%	-8%	-8%	17%	5%	10
47	COc1cccc(-c2nc(SCC(=O)NCC3CCCO3)c(-c3ccc(C)cc3)[nH]2)c1 (centres undefined)	.	.	.	.	42%[activator]	3%	4
48	CCCCCCCCn1cc(CN(CC)CC)c2cc(-c3cnc(N)nc3)ccc21	?	.	.	.	.	?	-35*
49	CC(C)Cn1c(/C=C/c2ccc(F)cc2)nc2ccccc21	.	.	.	.	-20%	-20%	4
50	COC(=O)c1ccc(Cn2nnc3c(=O)[nH]c(C4CCCN(S(=O)(=O)c5cccc(Cl)c5)C4)nc32)cc1 (centres undefined)	.	.	.	.	28%	10%	12
51	Cc1ccc(CNC(=O)c2cc(NS(=O)(=O)c3ccc(C)cc3)ccn2)cc1	.	.	.	.	33%[activator]	24%	13
52	CC(=O)N(C1CC1)C1CCOC2(CCN(C(=O)C3(c4ccccc4)CC3)CC2)C1 (centres undefined)	-5%	i	4%	?	-10%	1%	-10
53	Cc1cccc(C(=O)Nc2cccc(OCc3cc(=O)n4ccccc4n3)c2)c1	.	.	.	.	32%[activator]	7%	-1
54	Cc1ccccc1C(=O)Nc1ccc(OCc2cc(=O)n3cccc(C)c3n2)cc1	.	.	.	.	22%	-3%	-3
55	Cc1noc(C)c1CC(=O)NC1CCCc2c1[nH]c1ccccc21 (centres undefined)	-13%	40µM*	-1%	?	-10%	3%	-4
56	CN1CCN(c2c(F)cc3c(=O)c(C(=O)O)cn4c3c2OCN4C)CC1	-3%[27.3 µM]	.	.	.	-2%	7%	18
57	Oc1ccc(Nc2nc(-c3ccc(Cl)cc3)nc3ccccc23)cc1	.	.	.	.	-14%	?	-16
58	C[C@H](C(=O)N1CCCC1)C1CC[C@@]2(C)Cc3sc(CS(=O)(=O)c4ccc(Cl)cc4)nc3[C@@H](C)[C@@H]2[C@H]1O (some centres undefined)	2%	?	10%	?	?	-1%	2
59	O=C(Cc1ccccc1)Nc1cc(-c2nc3cc(Cl)ccc3o2)ccc1Cl	.	.	.	.	0%	6%	3
60	COCc1noc(CNC(=O)C(c2ccc(F)cc2)N(C)C)n1 (centres undefined)	-1%	0%	5%	0%	-6%	1%	-5
61	O=C(c1ccccc1)N1CCNc2cnc(Nc3cccc(C(F)(F)F)c3)nc2C1	-12%[88.5 µM]	?	-3%[172 µM]	?	?	-26%[87.6 µM]	5
62	CC(=O)N1CCC[C@@H]1C(=O)N1CCC(N2CCOC2=O)CC1	i	-12%[138 µM]	.	-17%[172 µM]	20%[87.6 µM]	10%[87.6 µM]	-3
63	NC(=O)[C@@H]1CN(C(=O)CCc2ccccc2)C[C@H]1COc1ccccc1	-19%	-18%	-3%	-6%	-6%	7%	2
